AHR act: activates the human aryl hydrocarbon receptor; P35869; AHR-responsive luciferase reporter cells, luminescence; actives 2.5% (n = 320,000); activation, % at 5 µM; in the data active = activation above about 47%;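 note: 0% = vehicle wells and 100% = reference agonist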
Target sequence (P35869 whole entry, looked up): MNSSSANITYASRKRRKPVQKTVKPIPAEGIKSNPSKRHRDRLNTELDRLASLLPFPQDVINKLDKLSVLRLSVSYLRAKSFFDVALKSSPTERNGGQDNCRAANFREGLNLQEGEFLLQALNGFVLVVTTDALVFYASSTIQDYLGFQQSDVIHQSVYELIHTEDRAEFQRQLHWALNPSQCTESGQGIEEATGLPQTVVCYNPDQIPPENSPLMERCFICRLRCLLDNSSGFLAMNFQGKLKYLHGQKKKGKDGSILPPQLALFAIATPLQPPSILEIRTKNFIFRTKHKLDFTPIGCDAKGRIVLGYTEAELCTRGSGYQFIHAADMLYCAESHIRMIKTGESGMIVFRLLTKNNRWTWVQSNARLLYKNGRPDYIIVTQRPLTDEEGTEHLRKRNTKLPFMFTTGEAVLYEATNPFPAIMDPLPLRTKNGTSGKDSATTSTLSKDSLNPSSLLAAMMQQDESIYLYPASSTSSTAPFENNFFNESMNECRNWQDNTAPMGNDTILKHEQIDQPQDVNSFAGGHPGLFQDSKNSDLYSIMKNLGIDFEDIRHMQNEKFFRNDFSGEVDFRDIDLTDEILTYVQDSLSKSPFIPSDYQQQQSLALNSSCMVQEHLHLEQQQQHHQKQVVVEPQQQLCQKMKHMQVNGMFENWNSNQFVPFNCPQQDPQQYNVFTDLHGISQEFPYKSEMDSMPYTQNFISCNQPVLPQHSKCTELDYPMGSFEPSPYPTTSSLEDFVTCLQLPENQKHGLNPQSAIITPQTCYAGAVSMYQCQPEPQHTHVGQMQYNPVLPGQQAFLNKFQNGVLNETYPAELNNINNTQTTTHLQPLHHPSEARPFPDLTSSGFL
procasp7 counter: counter-screen for procaspase-3 activators: activators of human procaspase-7; activation, % at 8.5 µM; actives 0.093% (n = 330,000); AID 463210; recombinant procaspase-7, Ac-DEVD-pNA absorbance 405 nm; D23A/D198A/D206A triple mutant, cannot self-cleave; scale: DMSO 0, 5 µM enzyme 100; P55210;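 active = percent activation above the screen-wide mean plus 3 SD, cut at about 25% in these data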
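Assay system: Uncleavable procaspase-7 mutant enzyme; Input: 2 µM procaspase-7 mutant as dispensed; Also added: DEVD-pNA substrate; Medium: Zinc-free HEPES pH 7.4 with 300 mM NaCl, 0.01% Triton X-100; Timing: 1 h compound preincubation, 2 h substrate cleavage, 25 °C; Measured by: Epi-absorbance of released pNA at 405 nm, two timepoints.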
MEP2-GFP yeast: modulators of TOR pathway MEP2-GFP in S. cerevisiae | S. cerevisiae MEP2-GFP strain, flow cytometry GFP, 3 h; 100% = DMSO control level | GFP response vs DMSO, % at 10 µM | actives 0.51% (n = 330,000);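 active = GFP response versus DMSO above a set limit, roughly screen mean plus 3 SD, cut at about 180% in these data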;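 note: median GFP fluorescence of the barcode-gated MEP2-GFP cells per well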
procasp3 activ: procaspase-3 (human) activation | recombinant procaspase-3 D3A, Ac-DEVD-pNA absorbance 405 nm | AID 463141 | activation, % at 8.5 µM | actives 0.11% (n = 330,000);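 active = activation above the mean of all tested compounds plus 3 SD, cut at about 21% in these data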;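 note: 0% = DMSO alone and 100% = DMSO wells spiked with extra 5 µM PC-3 D3A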
Target sequence (P42574 whole entry D9A/D28A/D175A): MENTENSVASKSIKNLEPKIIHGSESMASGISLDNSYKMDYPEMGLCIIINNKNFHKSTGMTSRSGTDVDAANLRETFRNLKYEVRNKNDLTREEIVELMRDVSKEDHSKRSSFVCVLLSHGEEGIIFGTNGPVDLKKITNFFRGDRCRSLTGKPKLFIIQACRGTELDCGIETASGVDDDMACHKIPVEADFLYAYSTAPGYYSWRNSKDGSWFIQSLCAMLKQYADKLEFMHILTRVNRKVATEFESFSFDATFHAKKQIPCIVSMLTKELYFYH
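assay system = Procaspase-3 D3A mutant | signal = absorbance at 405 nm, 0 and 120 min | times = 1 h preincubation plus 2 h reaction at 25 °C | repeats = single replicate | read-out = % activation between DMSO and enzyme-spiked controls | medium = Zinc-free HEPES saline buffer with Triton X-100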
LAP4 TOR yeast: alters LAP4-GFP fluorescence in TOR pathway yeast screen. S. cerevisiae LAP4-GFP multiplex, flow cytometry GFP, 3 h; median GFP as percent of DMSO wells. actives 0.34% (n = 320,000). GFP response vs DMSO, % at 10 µM;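 active = GFP response vs DMSO above a set limit, about the screen mean plus 3 SD, cut at about 150% in these data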
RPL19A-GFP yeast: alters RPL19A-GFP fluorescence in TOR pathway yeast screen; S. cerevisiae RPL19A-GFP strain, flow cytometry, 3 h; hits give low values; percent response vs DMSO, % at 10 µM; actives 0.3% (n = 330,000);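 active = percent response vs DMSO below 50%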;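 note: median channel GFP fluorescence of the barcoded RPL19A-GFP strain; ratio of sample median GFP to plate DMSO average so 100% = DMSO; lower means less RPL19A-GFP as with rapamycin TOR inhibition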
Yeast superoxide: caloric restriction mimetics inhibiting age-related superoxide in yeast | actives 0.18% (n = 330,000) | S. cerevisiae aged cells, superoxide DHE fluorescence; hits give low values | superoxide response (% of plate mean), % at 10 µM;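 active = superoxide response under a set limit, about three screen SD below normal, cut at about 65% in these data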;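 note: yeast aged for seven days with compound at 30 °C before DHE staining; 100% = average MFI of all compound-treated wells on the plate with controls excluded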
JMJD2C inh: human JMJD2C demethylase inhibition. Q9H3R0. GST-JMJD2C(1-420) H3K9me3 demethylation, DELFIA europium. inhibition, % at 2.35 µM. actives 0.069% (n = 330,000);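 active = more than half of a compound's replicate wells show inhibition beyond 50%, single wells judged on their own value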;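 note: signal counts dimethyl H3K9 product captured on neutravidin plate; 0% = median of DMSO wells and 100% = 0.3 times that DMSO median; strong numbers were not always called active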
* = called active by the depositor; . = not tested or not shown.

SMILES	AHR act	procasp7 counter	MEP2-GFP yeast	procasp3 activ	LAP4 TOR yeast	RPL19A-GFP yeast	Yeast superoxide	JMJD2C inh
O=C1COc2ccc(S(=O)(=O)N3CCCCCC3)cc2N1	0.6	6.5	108.0	5.0	104.6	105.0	102.5	-7.7
CCOC(=O)c1sc2ncn(C(CC)C(=O)OCC)c(=O)c2c1C (stereo unspecified)	0.6	9.6	104.3	7.8	103.1	102.8	90.1	-3.6
CSCCC(NC(=O)c1ccccc1)C(=O)NCC(C)(C)N1CCOCC1 (stereo unspecified)	1.2	6.3	99.8	4.6	103.2	102.0	83.8	-7.4
O=C(C1Cc2ccccc2CN1S(=O)(=O)c1ccccc1[N+](=O)[O-])N1CCOCC1 (stereo unspecified)	-0.1	2.9	107.7	9.7	92.2	101.7	92.1	11.2
Cc1cc(S(=O)(=O)NC2CCCCC2)ccc1OCC(=O)NCC1CCCO1 (stereo unspecified)	1.2	-1.0	98.4	2.5	116.3	103.6	104.5	-19.9
COC(=O)/C(=C(O)\C=C\c1ccccc1[N+](=O)[O-])c1nc2ccccc2[nH]1	92.2*	-12.6	100.7	-16.0	99.6	102.0	98.2	2.3
O=C(C1CCC(=O)N(C2CCCC2)C1)N1CCN(Cc2cccc(Cl)c2)CC1 (stereo unspecified)	-1.4	-3.4	94.8	-1.0	103.7	96.2	116.0	1.6
COc1cccc(CNC(=O)c2cccc(NC3=NC4CS(=O)(=O)CC4S3)c2)c1 (stereo unspecified)	6.8	-0.2	100.9	3.0	101.4	102.8	101.7	6.1
COc1cc(/C=C/c2cc[n+](C)cc2)ccc1OCC(=O)Nc1ccc(Cl)c(Cl)c1	0.3	-3.4	101.9	-11.4	96.8	88.7	118.2	0.1
C[C@@H](NC(=O)C1(c2ccccc2)CCN(C(=O)OC(C)(C)C)CC1)C(=O)N[C@@H](Cc1ccccc1)C(=O)O	-0.2	-6.7	107.3	11.0	102.2	104.1	97.8	.
Nc1c(S(=O)(=O)c2cccs2)c2nc3ccccc3nc2n1/N=C/c1cccc(O)c1	-8.3	8.2	97.6	-4.1	98.4	91.2	89.5	-2.8
CCO/C=N/Nc1nc(C(F)(F)F)nc2c1cnn2Cc1ccccc1	0.2	4.5	108.8	-8.1	109.3	102.6	87.8	-6.1
CCOC(=O)c1sc(-c2ccccn2)nc1C	2.4	0.8	99.8	2.9	105.6	97.3	103.0	-8.6
Cc1nnc(SCC2=C(C(=O)O)N3C(=O)C(NC(=O)Cn4ncc(Cl)c4C)C3SC2)s1 (stereo unspecified)	1.2	-31.8	93.5	-14.6	91.9	96.6	106.2	-1.1
O=C(Nc1ccccc1)c1ccc2c(c1)OCCO2	-2.2	6.7	100.3	-5.8	114.4	94.3	95.9	4.2
Cc1cccc(N(C(=O)c2csnn2)C(C(=O)NCc2ccccc2)c2ccncc2)c1 (stereo unspecified)	1.5	-7.2	106.3	-2.6	106.0	100.9	99.8	-2.8
O=C(NNc1ccccn1)c1ccccc1CC[N+](=O)[O-]	4.8	2.9	96.8	7.5	99.5	99.6	111.3	-1.8
O=C1c2ccccc2C(=O)c2c1cccc2N1CCCC1	14.8	-1.5	100.4	-5.0	102.5	98.6	135.8	7.2
COc1ccc(N(CC(=O)N/N=C/c2cccc3c2OCCO3)S(=O)(=O)c2ccc(NC(C)=O)cc2)cc1	3.3	1.6	101.8	-9.6	91.3	97.0	86.0	-0.3
CCN(CCCNC(=O)Cn1ncc2c([nH]c3ccc(C)cc32)c1=O)c1ccccc1	2.9	-5.5	107.0	4.4	107.8	108.4	92.9	0.7

Molecules listed so far that contain a Cl atom, in the order listed:
SMILES	AHR act	procasp7 counter	MEP2-GFP yeast	procasp3 activ	LAP4 TOR yeast	RPL19A-GFP yeast	Yeast superoxide	JMJD2C inh
O=C(C1CCC(=O)N(C2CCCC2)C1)N1CCN(Cc2cccc(Cl)c2)CC1 (stereo unspecified)	-1.4	-3.4	94.8	-1.0	103.7	96.2	116.0	1.6
COc1cc(/C=C/c2cc[n+](C)cc2)ccc1OCC(=O)Nc1ccc(Cl)c(Cl)c1	0.3	-3.4	101.9	-11.4	96.8	88.7	118.2	0.1
Cc1nnc(SCC2=C(C(=O)O)N3C(=O)C(NC(=O)Cn4ncc(Cl)c4C)C3SC2)s1 (stereo unspecified)	1.2	-31.8	93.5	-14.6	91.9	96.6	106.2	-1.1

Carrying on.
SMILES	AHR act	procasp7 counter	MEP2-GFP yeast	procasp3 activ	LAP4 TOR yeast	RPL19A-GFP yeast	Yeast superoxide	JMJD2C inh
COC(=O)C(C)NC(=O)C(C)NC(=O)OCc1ccccc1 (stereo unspecified)	0.9	0.0	93.0	-1.9	91.4	98.8	128.1	1.6
Cc1cccc(N2C(N)=C(C#N)C(C#N)(C#N)C2c2ccccc2)c1 (stereo unspecified)	-0.8	10.7	102.4	2.8	107.2	98.9	104.2	-6.2
Cc1ccc(S(=O)(=O)CCC(=O)Nc2ccc(Br)cc2)cc1	3.8	-5.2	109.4	-0.5	102.0	104.6	89.7	-17.3
CCOc1ccc(NC2C=CS(=O)(=O)C2)cc1 (stereo unspecified)	6.0	7.9	93.5	-4.2	96.2	99.1	86.7	-5.1
CN(C)CCCn1c(N)c(C#N)c2nc(C#N)c(C#N)nc21	1.3	-7.9	99.0	-2.1	100.6	98.5	115.5	-4.0
Cc1sc(-n2c(C)cc(/C=C3\SC(=S)NC3=O)c2C)c(C#N)c1C	1.6	-5.1	135.4	-5.8	132.1	103.2	91.0	3.0
O=C(O)c1ccc(N/N=C/C=C/c2ccccc2)cc1	6.5	-13.3	110.5	-1.1	139.4	100.5	95.7	2.0
COc1ccccc1CNC(=O)COc1ccc(S(=O)(=O)N2CCOCC2)cc1C	-1.6	-1.1	100.5	-8.1	112.2	94.7	103.0	33.1
Cc1ccc(C)c(NC(=O)C2CCCN(S(=O)(=O)c3cccnc3)C2)c1 (stereo unspecified)	2.3	2.8	108.0	2.6	97.4	98.8	83.6	3.9
COc1ccc(CNC(=O)CN2C(=O)COc3ccc(S(=O)(=O)N4CCOCC4)cc32)cc1	0.3	-8.3	98.8	0.9	99.9	97.4	123.9	1.6
COc1ccc(C(CC(=O)N2CCCC(C)C2)c2c(OC)cc(OC)c3c(-c4ccccc4)cc(=O)oc23)cc1 (stereo unspecified)	0.1	7.0	103.7	10.5	81.5	99.1	99.3	-2.1
CCC(=O)N1CCN(c2ccccc2NC(=S)NC(=O)c2ccco2)CC1	4.0	-7.0	99.5	-1.9	87.1	99.1	114.1	3.5
OCC[C@H]1C[C@@H](O)[C@H](O)[C@]2(Cc3ccccc3CCO2)O1	0.9	-2.0	91.7	-2.2	132.6	98.4	92.7	3.0
Cc1nc(NC(C)(C)CO)c([N+](=O)[O-])cc1[N+](=O)[O-]	-2.0	-7.8	102.3	-11.4	94.2	109.8	129.3	-2.0
CC1CCCC(NC(=O)CN2CCN(Cc3ccc(Cl)cc3)C2=O)C1C (stereo unspecified)	-4.0	-6.3	100.4	2.6	102.7	101.0	114.6	5.6
O=C1NC(c2ccc(-c3ccccc3[N+](=O)[O-])o2)C(C(=O)c2ccc(Cl)cc2)C(O)(C(F)(F)F)N1 (stereo unspecified)	8.2	-15.3	94.5	-5.0	94.0	102.7	98.0	-1.2
COc1ccc2nc(-c3ccccc3)nc(C3CCCCC3)c2c1	3.1	-2.3	93.0	-5.0	126.9	103.4	107.7	-18.2
CCOC(=O)c1ccc(NC(=S)NCc2ccco2)cc1	-1.8	3.5	103.6	-0.9	96.4	103.2	85.6	2.6
O=C(Nc1ccc2c(c1)OCO2)c1cc(-c2cccc(O)c2)on1	7.6	-11.6	101.6	-11.3	94.4	98.8	103.9	-6.9
O=C(CSc1nc2ncc(Cl)cc2[nH]1)c1c[nH]c2ccccc12	60.2*	-3.4	98.6	5.2	97.1	98.9	103.8	7.5
CCSc1nnc(NC(=O)Cc2ccc(OC)c(OC)c2)s1	2.0	10.2	95.3	-5.1	95.7	97.1	99.4	-28.0
Cc1ccc(-n2c(C)nnc2SCC(=O)N(C)c2c(N)n(Cc3ccccc3)c(=O)[nH]c2=O)cc1	-1.0	15.0	99.9	-0.7	101.0	99.9	98.4	4.1
CC1CCN(C(=O)Cn2nnc(-c3ccccc3)n2)CC1	0.8	8.0	104.9	9.5	97.0	97.8	94.8	56.5
Cc1ccc(C)c(NC(=O)CCC(=O)NN=C2CCCC2)c1	.	.	103.8	.	75.7	116.1	74.8	3.5
Cc1ccc(C(=O)NCc2nnc(SCC(=O)NC(C)c3ccccc3)n2C)cc1 (stereo unspecified)	0.5	0.5	95.6	2.0	98.9	94.1	99.4	0.9
CC(C)(C)C(=O)NC(=S)Nc1cc(C(=O)O)ccc1Cl	-2.0	-3.7	104.7	-5.4	109.7	101.6	116.8	12.6
C#CCSc1nc2sc3c(c2c(=O)n1C)CCC3	-0.6	-2.9	105.8	4.6	98.5	99.8	107.8	-9.9
NS(=O)(=O)c1cccc(NC(=O)CSc2nnc3n2CCCCC3)c1	1.8	-8.4	103.5	5.7	110.0	101.7	89.3	3.5
CCc1ccc(NC(=O)C2CCN(S(=O)(=O)c3c(C)noc3/C=C/N(C)C)CC2)cc1	-2.8	-0.7	103.4	5.7	91.8	99.4	99.0	15.8
COc1ccccc1NC(=S)N1CCN(C(=O)C2CCCO2)CC1 (stereo unspecified)	2.7	-1.6	108.0	-16.0	88.9	106.8	92.0	15.4
O=C(O)c1ccc(/C=N/NC(=S)NCCN2CCOCC2)cc1	0.7	10.5	104.4	4.5	108.3	102.4	96.9	-17.2
Cc1ccn2cc(CCNS(=O)(=O)c3ccc4ccccc4c3)nc2c1	-2.0	-7.8	102.5	-0.1	86.7	103.1	93.9	-1.2
O=C(/C=C/c1ccc(S(=O)(=O)N2CCOCC2)cc1)NCCCn1ccnc1	1.5	14.5	100.5	4.3	106.6	96.5	103.8	3.3
CCN(CC(=O)Nc1ccc2c(c1)OCCO2)Cc1cc(=O)n2ccsc2n1	3.0	7.7	106.8	5.5	102.4	104.1	83.1	-4.6
C=CCNc1nc(C(=O)OCC(=O)c2cccc(Br)c2)cs1	0.0	-2.2	142.9	5.5	117.5	98.7	80.5	9.8
C[C@H](Cc1ccccc1)Nc1ncnc2c1ncn2[C@@H]1O[C@H](CO)[C@@H](O)[C@H]1O	1.6	18.7	102.2	3.4	105.5	101.0	106.5	.
COc1ccc(-c2nnn(CC(=O)N(CCCO)C(C(=O)NC3CCCC3)c3ccncc3)n2)cc1 (stereo unspecified)	0.8	5.2	97.4	1.1	101.2	101.4	91.4	-5.6
NC(=O)NCC(=O)N1CCC(C(O)(c2ccccc2)c2ccccc2)CC1	2.5	-3.9	96.9	0.7	100.7	94.3	102.0	9.2
O=C(Cn1c(SCC(=O)N2CCc3ccccc3C2)nc2ccccc21)NC1CCCC1	4.9	-9.9	94.1	-9.3	95.7	96.5	88.6	-2.6
Cc1cccc(Cn2cnc3ccccc32)c1	-0.5	7.4	88.4	7.5	104.1	95.1	91.9	2.3
Cc1nc(C)n(C)c(=O)c1-c1ccccc1	0.6	8.8	105.7	-3.9	110.0	101.6	103.3	3.2

Looked up above.
`CC1CCN(C(=O)Cn2nnc(-c3ccccc3)n2)CC1` – MEP2-GFP yeast: 104.9
`Cc1ccc(C)c(NC(=O)CCC(=O)NN=C2CCCC2)c1` – JMJD2C inh: 3.5
`CC(C)(C)C(=O)NC(=S)Nc1cc(C(=O)O)ccc1Cl` – procasp3 activ: -5.4
`COc1ccc(-c2nnn(CC(=O)N(CCCO)C(C(=O)NC3CCCC3)c3ccncc3)n2)cc1` (stereo unspecified) – AHR act: 0.8

Screening results (PubChem)
